Screening data as filed in PubChem.
HTRA1 inhibitor = inhibitors of human serine peptidase HTRA1; recombinant HTRA1, FP-rhodamine activity-based probe, fluorescence polarization; inhibition, % at 5.96 µM; 0.5% of 340,000 active; in the data active means inhibition above about 36%;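 further: 0% = enzyme with DMSO and 100% = wells lacking enzyme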
The depositor's hits bear a star. This is a subset, so the mix of outcomes need not match the whole.

SMILES	HTRA1 inhibitor
CC(C)(CO)[C@@H](O)C(=O)NCCC(=O)O	1
CN1CCC(=C2c3ccccc3CCc3sccc32)CC1	1
